AHR act: activators of human aryl hydrocarbon receptor; 2.5% of 320,000 active; activation, % at 5 µM; AHR-responsive luciferase reporter cells, luminescence; P35869; in the data active means activation above about 47%;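 further: 0% = vehicle wells and 100% = reference agonist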
core dimer inh: blocks dimerization of HCV core protein. TR-FRET GST/Flag-core106 dimerization, 1536-well. inhibition, % at 5 µM. 0.33% of 300,000 active;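 active means inhibition above the mean of all tested compounds plus 3 SD, set per screening campaign, cut at about 45% in these data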
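Assay system: Tagged HCV core106 pair (GST and Flag) | Buffer or medium: KF-containing HEPES buffer, pH 7.45, DTT, CHAPS, BSA | Also added: Eu donor and XL665 acceptor anti-tag antibodies | Dosing: One concentration, 5 µM, in 0.5% DMSO | Timing: 4 h at 22.5 °C | Technique: TR-FRET 671 and 617 nm emission | Repeats: Singlicate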
procasp3 activ: activates human procaspase-3 | recombinant procaspase-3 D3A, Ac-DEVD-pNA absorbance 405 nm | activation, % at 8.5 µM | 0.11% of 330,000 active | AID 463141;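 active means activation above the mean of all tested compounds plus 3 SD, cut at about 21% in these data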;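 further: 0% = DMSO alone and 100% = DMSO wells spiked with extra 5 µM PC-3 D3A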
Target sequence (P42574 whole entry D9A/D28A/D175A): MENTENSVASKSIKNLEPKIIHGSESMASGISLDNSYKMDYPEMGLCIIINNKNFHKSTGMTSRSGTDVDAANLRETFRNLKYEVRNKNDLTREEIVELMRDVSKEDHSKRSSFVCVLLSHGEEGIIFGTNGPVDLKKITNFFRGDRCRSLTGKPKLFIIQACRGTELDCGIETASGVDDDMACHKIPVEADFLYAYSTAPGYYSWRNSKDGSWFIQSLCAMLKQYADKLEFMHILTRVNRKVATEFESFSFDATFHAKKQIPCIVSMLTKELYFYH
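Assay system: Autoprocessing-dead procaspase-3 D3A mutant enzyme; also added: Ac-DEVD-pNA; doses: one concentration, 8.5 µM nominal, 0.8% DMSO; times: 1 h compound preincubation, 2 h substrate hydrolysis at 25 °C; technique: 405 nm absorbance of p-nitroaniline, reads at 0 and 120 min; measure: % activation between DMSO and enzyme-spiked controls; repeats: single replicate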
PAFAH2 FP inh: PAFAH2 (human) inhibition | Q99487 | recombinant PAFAH2, FP-rhodamine activity probe, fluorescence polarization | inhibition, % at 3.39 µM | 0.99% of 340,000 active | AID 492956;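 active means inhibition above the mean over all tested compounds plus 3 SD, cut at about 30% in these data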;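 further: inhibitors block probe labeling of enzyme so polarization drops; 0% = enzyme with DMSO and 100% = wells lacking PAFAH2 protein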
TPT1 inhibitor: C. albicans TPT1 enzyme inhibition. recombinant caTPT1, FP RNA substrate dephosphorylation. AID 1962. inhibition, % at 5 µM. 0.81% of 300,000 active;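 active means inhibition above the mean of all tested compounds plus 3 SD, set per screening campaign, cut at about 24% in these data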;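 further: plate controls were DMSO alone for no effect and ferristatin control at 100 nM for full effect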
procasp7 counter: activates human procaspase-7, counter-screen for procaspase-3 activators; P55210; 0.093% of 330,000 active; recombinant procaspase-7, Ac-DEVD-pNA absorbance 405 nm; D23A/D198A/D206A triple mutant, cannot self-cleave; scale: DMSO 0, 5 µM enzyme 100; activation, % at 8.5 µM; AID 463210;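 active means percent activation above the screen-wide mean plus 3 SD, cut at about 25% in these data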
Target sequence (P55210 whole entry D23A/D198A/D206A): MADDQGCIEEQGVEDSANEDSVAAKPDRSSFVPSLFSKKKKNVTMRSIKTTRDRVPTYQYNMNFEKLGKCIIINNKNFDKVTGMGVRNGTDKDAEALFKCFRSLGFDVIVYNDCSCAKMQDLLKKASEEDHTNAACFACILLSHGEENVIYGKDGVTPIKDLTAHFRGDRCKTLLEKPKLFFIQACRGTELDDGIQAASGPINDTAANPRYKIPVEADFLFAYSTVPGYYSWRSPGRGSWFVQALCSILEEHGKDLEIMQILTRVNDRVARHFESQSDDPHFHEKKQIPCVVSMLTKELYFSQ
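System: Uncleavable procaspase-7 mutant enzyme; Amount: 2 µM procaspase-7 mutant as dispensed; Schedule: 1 h compound preincubation, 2 h substrate cleavage, 25 °C; Measured by: 405 nm absorbance of p-nitroaniline; Evaluation: percent activation from buffer-corrected 0–120 min absorbance change; Control set: low DMSO alone, high DMSO plus 5 µM PC-7.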
PP1 inh: blocks human PP1-alpha phosphatase, a PP5 counter-screen. inhibition, % at 6.7 µM. AID 2235. P62136. 0.9% of 320,000 active. purified PP1alpha, OMFP fluorescence;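 active means inhibition above the mean inhibition of all tested compounds plus 3 SD, computed separately for each screening campaign, cut at about 15% in these data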
CTSL1 counter: cathepsin L1 inhibition, PFM18AAP counter-screen; 0.49% of 300,000 active; inhibition, % at 5.96 µM; recombinant F. hepatica cathepsin L1, Z-Leu-Arg-MCA fluorescence;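 active means inhibition above the mean of all tested compounds plus 3 SD, set per screening campaign, cut at about 17% in these data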;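 further: 0% = plate median of test compound wells and 100% = 1 µM Z-Phe-Ala-diazomethylketone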
PP5 primary: PP5 (human) phosphatase inhibition. P53041. purified PP5c, OMFP substrate fluorescence. inhibition, % at 6.7 µM. 0.18% of 320,000 active. AID 1987;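 active means inhibition above the campaign's mean inhibition across all tested compounds plus 3 SD, cut at about 9.5% in these data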;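 further: 0% = DMSO only and 100% = 100 µM cantharidin control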
Target sequence (P53041 whole entry, looked up): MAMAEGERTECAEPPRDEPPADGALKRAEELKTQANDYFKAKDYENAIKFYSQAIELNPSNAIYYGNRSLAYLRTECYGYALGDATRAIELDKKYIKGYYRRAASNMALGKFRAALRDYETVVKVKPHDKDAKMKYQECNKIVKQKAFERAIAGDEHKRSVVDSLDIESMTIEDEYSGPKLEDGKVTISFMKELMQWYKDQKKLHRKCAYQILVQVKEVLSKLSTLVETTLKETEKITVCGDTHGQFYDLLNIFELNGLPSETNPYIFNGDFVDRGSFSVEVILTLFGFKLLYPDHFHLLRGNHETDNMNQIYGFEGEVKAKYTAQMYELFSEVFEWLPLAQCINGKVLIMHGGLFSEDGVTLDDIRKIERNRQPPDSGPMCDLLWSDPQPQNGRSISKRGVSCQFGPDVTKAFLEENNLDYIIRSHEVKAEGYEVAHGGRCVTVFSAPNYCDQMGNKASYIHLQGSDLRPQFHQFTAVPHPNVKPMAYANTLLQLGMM
The depositor's hits bear a star; x = no result given. Not a hit list (roughly 5.6% active in at least one column).

SMILES	AHR act	core dimer inh	procasp3 activ	PAFAH2 FP inh	TPT1 inhibitor	procasp7 counter	PP1 inh	CTSL1 counter	PP5 primary
Nc1nc(N)c2nc(-c3ccccc3)c(N)nc2n1	18	-14	-2	5	-3	-5	2	0	0.3
COc1ccc(C(=O)C[n+]2ccccc2C)cc1	0	3	0	-12	-4	10	2	-2	2.5
Cc1noc(C)c1C(=O)OCC(=O)C12CC3CC(CC(C3)C1)C2	0	3	-1	9	1	7	3	7	0.3
CC1(C)CC(=O)C2=C(C1)OC(N)=C(C#N)C2c1ccccc1OC(=O)N1CCOCC1 (stereo unspecified)	-1	-19	1	4	-4	-1	-3	3	2.9
O=C(NCC1CCCO1)C(c1cccs1)N(C(=O)c1ccc(-c2ccccc2)[nH]1)C1CCCC1 (stereo unspecified)	0	-6	4	0	0	5	6	1	6.2
CSc1ccccc1NC(=O)CCn1c(=O)sc2ccccc21	7	-2	13	3	-2	-4	-1	-2	3.3
C/C(=N\O)c1ccc2c(c1)OCCO2	0	-2	7	-3	0	4	-1	0	-3.9
CSc1nnc(CCNS(=O)(=O)c2ccc(Br)cc2)n1C	0	1	-2	-3	-1	-12	1	0	1.4
CC1CCCN(C(=O)c2cccc(S(=O)(=O)N3CCCc4ccccc43)c2)C1 (stereo unspecified)	0	5	8	9	2	-3	-4	1	0.4
CC(=O)c1cc(C(=O)N2CCc3c([nH]c4ccccc34)C2C2CCCCC2)[nH]n1 (stereo unspecified)	14	8	-2	3	4	5	2	-1	1.6
CC(C)c1ccc(-c2nc(N3CCOCC3)[nH]c(=O)c2C#N)cc1	0	2	3	0	-3	0	-2	3	1.3
COc1ccc(-c2c(C)c3ccc(O)cc3oc2=O)cc1OC	7	1	17	3	5	23	-4	4	0.9
COCC(=O)NNS(=O)(=O)c1ccccc1[N+](=O)[O-]	2	-3	2	-6	-1	8	-2	3	-2.9
Cc1ccc(-n2ncc3c(=O)[nH]c(SCC(=O)N4CCN(c5ccccc5)CC4)nc32)cc1	0	4	4	-3	-1	8	0	-1	-0.8
COc1ccc(-c2nnn(Cc3nc(N)nc(N4CCOCC4)n3)n2)cc1OC	1	-2	1	-1	-4	-3	1	-1	-1.7
Cn1c(CCNC(=O)c2ccco2)nc2cc([N+](=O)[O-])ccc21	0	3	5	6	-2	7	1	0	1.4
CNS(=O)(=O)c1cn(CC(=O)N(C)Cc2ccccc2)cc1S(=O)(=O)NC	0	-1	4	3	-5	-8	-1	-1	1.5
CCOc1nc(Oc2cccc(C(=O)O)c2)nc(Oc2cccc(C(=O)O)c2)n1	3	1	5	11	-2	11	-1	1	-0.7
CCC(CC)C(=O)Nc1cc(C)cc(C)c1	15	2	1	1	-4	-10	0	-2	1.8
O=C(Cn1c(=O)oc2ccccc21)NCC1COc2ccccc2O1 (stereo unspecified)	5	-1	6	0	4	-4	-5	-1	2.0
Cc1cc(NC(=O)c2ccc(Br)c([N+](=O)[O-])c2)no1	12	3	1	-10	0	-1	1	0	-1.4
CCCCOc1ccc(C(=O)NCC(=O)NCC(c2ccc(OC)cc2)N2CCCC2)cc1 (stereo unspecified)	2	-2	2	-2	3	7	-2	-4	0.0
Cc1ccn2c(CNC(C)c3cn(C)nc3C)c(C(=O)N3CCCCCC3)nc2c1 (stereo unspecified)	2	-5	5	-5	-3	4	-4	-2	0.0
CCCCCCCCCC[n+]1cccc(C(=O)N(CC)CC)c1	0	-6	-3	4	-1	3	-7	-6	1.7
Cc1cc(C)n(-c2ccc3nnc(C)n3n2)n1	1	-1	4	-2	2	2	-4	-3	-2.1
N#CC(Sc1ccccn1)c1ccc(Cl)cc1 (stereo unspecified)	14	0	-29	0	8	-31	1	3	4.1
COC(=O)[C@@H]1[C@H](CCc2ccccc2)NC(=O)N(Cc2ccccc2)[C@@H]1C	0	17	-5	-5	-1	5	-5	-1	0.6
CCOC(=O)C1CCN(c2c(NCc3ccc(C(=O)NCCOC)cc3)c(=O)c2=O)CC1	1	-2	-3	0	-2	-2	-1	2	-0.2
CCC(C)(C)n1nnnc1C(c1ccc2ncccc2c1)N1CCN2CCCC2C1 (stereo unspecified)	0	7	2	7	-5	3	-2	1	0.3
Cc1c(C(=O)O)oc2ccc(S(=O)(=O)NCc3ccccc3)cc12	0	-1	3	-6	-1	1	-4	6	-0.4
CCN(CC)CCNC(=O)c1cc2cc(Br)ccc2s1	7	-6	11	-1	-3	6	-5	1	0.4
c1coc(Cn2nnnc2CN2CCN(C3CCCC3)CC2)c1	1	0	-4	2	2	-4	-1	0	0.4
O=C1CCN(Cc2ccccc2)CCN1[C@H](COc1ccccc1)c1ccccc1	3	0	-7	1	4	-3	5	-2	-1.5
CC(=O)c1cccc(NC(=O)C(C)OC(=O)CCn2c(C)csc2=O)c1 (stereo unspecified)	-1	x	0	-6	x	17	2	x	0.9
CC(=O)Nc1cccc(C(=O)OCCCOc2ccc(F)cc2)c1	1	-1	2	7	-2	2	0	-4	0.3
COc1cc(C(=O)OCC(=O)NC2CC2)cc(OC)c1OC	0	x	-1	2	x	8	-5	x	-0.5
COc1ccc(C2=NC(C(F)(F)F)(C(F)(F)F)c3c(n(C)c(=O)n(C)c3=O)N2)cc1	14	-6	6	-9	-4	-5	-1	2	-1.6
Cn1cnnc1SCC(=O)N1N=C(c2ccc(Cl)cc2)CC1c1ccco1 (stereo unspecified)	3	-5	-7	-4	1	1	0	-2	-2.5
O=C(N/N=C\c1cn[nH]c1-c1ccccc1)c1cccnc1	72*	3	3	-3	0	-5	0	2	2.6
O=[N+]([O-])c1cc([N+](=O)[O-])c(Oc2ccc(F)cc2)cc1NN1CCCCC1	-2	15	-7	-9	-1	-3	-2	1	0.5

A second format for part of the listing above.
molecule,AHR act,core dimer inh,procasp3 activ,PAFAH2 FP inh,TPT1 inhibitor,procasp7 counter,PP1 inh,CTSL1 counter,PP5 primary
O=C1CCN(Cc2ccccc2)CCN1[C@H](COc1ccccc1)c1ccccc1,3,0,-7,1,4,-3,5,-2,-1.5
CC(=O)c1cccc(NC(=O)C(C)OC(=O)CCn2c(C)csc2=O)c1 (stereo unspecified),-1,x,0,-6,x,17,2,x,0.9
CC(=O)Nc1cccc(C(=O)OCCCOc2ccc(F)cc2)c1,1,-1,2,7,-2,2,0,-4,0.3
COc1cc(C(=O)OCC(=O)NC2CC2)cc(OC)c1OC,0,x,-1,2,x,8,-5,x,-0.5
COc1ccc(C2=NC(C(F)(F)F)(C(F)(F)F)c3c(n(C)c(=O)n(C)c3=O)N2)cc1,14,-6,6,-9,-4,-5,-1,2,-1.6

(cont.)
SMILES	AHR act	core dimer inh	procasp3 activ	PAFAH2 FP inh	TPT1 inhibitor	procasp7 counter	PP1 inh	CTSL1 counter	PP5 primary
Cn1c(Cc2cccs2)n[nH]c1=S	0	-2	-7	-5	-1	-6	-6	1	2.6
Cn1c(Sc2ccc(C(=O)O)cc2[N+](=O)[O-])nnc1-c1ccccc1	0	-3	-1	-3	-3	4	-4	-3	0.8
COc1cccc(CN2C(=O)C(C)N(C(=O)c3ccccc3)c3ccccc32)c1 (stereo unspecified)	2	6	1	4	-1	-1	0	1	0.4
CCCCN(CC)CCCNC(=O)c1ccc(CS(=O)(=O)c2ccccc2C)o1	1	3	7	-3	0	9	-1	1	-0.7
Cc1cc(Br)ccc1N=C1C(=O)Nc2ccccc21	12	7	6	3	0	0	1	-2	1.9
O=C(Nc1cccc(F)c1)Nc1c[nH]c(=O)[nH]c1=O	2	-2	0	2	-3	-9	-1	-5	-0.8
CCN(CC)C(=O)C(=O)Nc1cccc(Br)c1	5	-8	6	-3	-3	7	7	-1	5.3
CCOC(=O)C1CCCN(C(=O)/C=C/c2ccc([N+](=O)[O-])cc2)C1 (stereo unspecified)	0	3	10	-3	0	2	-4	1	1.2
Cc1nn2cc(-c3ccc(Cl)cc3)cnc2c1Br	-2	1	-6	3	-6	8	4	0	3.2
CCN(CC)CCOCCOc1cc(C)c(Cl)c(C)c1	0	-4	-2	9	0	6	2	4	0.7
COC(=O)c1ccc(C(=O)OC)c(NC(=O)Oc2ccccc2)c1	1	-2	0	0	2	3	0	2	1.1
O=C(Nc1ccc(F)c(F)c1)c1ccco1	-2	1	-5	2	-2	8	-5	-1	0.5
CCC1=NN2C(=N)/C(=C\c3cccn3-c3ccc(C)cc3C)C(=O)N=C2S1	-1	37	-6	2	4	-8	4	4	1.1
Cc1[nH]c2c(C)cccc2c1CCNS(=O)(=O)c1cccc([N+](=O)[O-])c1	8	-7	-9	1	-1	-6	1	4	2.3
NC(=O)c1nn(-c2ccccc2)nc1N	3	2	6	1	1	8	0	5	-3.0
CC(C)COC(=O)Cc1c(O)c2ccccc2[nH]c1=O	7	-2	-2	1	0	3	-4	0	3.1
O=C(c1ccc2ccccc2n1)N1CCN(S(=O)(=O)c2ccccc2)CC1	12	x	3	7	x	2	x	x	x
CCN(c1ccccc1)S(=O)(=O)c1ccc(C(=O)Nc2nnc(-c3ccco3)o2)cc1	5	19	-5	7	0	-4	19*	1	5.6
O=C(Nc1ccc([N+](=O)[O-])c(NC(=O)C2CCCO2)c1)C1CCCO1 (stereo unspecified)	3	9	-1	1	0	-10	-6	-3	0.1
FC(F)Oc1ccc(C2=Nn3c(nnc3-c3ccccc3Cl)SC2)cc1OCC1CC1	22	x	-5	-3	x	-6	x	x	x
CCOC(=O)N1CCN(S(=O)(=O)c2ccc(C(=O)Nc3nnc(CC)o3)cc2)CC1	2	-6	-10	9	-3	8	15	-9	3.9
O=C(CSc1nncc2ccccc12)Nc1ccccc1	1	-3	-5	1	-1	1	-4	-3	1.1
CCc1nc2ccccc2n1Cc1cc(=O)n2cc(C)ccc2n1	-1	1	7	-4	-4	14	0	1	-2.6
COc1ccc(-c2cc(C(=O)Nc3ccc(S(=O)(=O)Nc4onc(C)c4C)cc3)c3ccccc3n2)cc1	2	15	5	-8	-1	3	11	5	2.7
O=C(O)c1nc2ccccc2nc1C(=O)O	0	-4	-4	-1	-1	5	-2	0	1.6
COc1ccccc1CN(C(=O)CCl)C(C(=O)NC1CCCCC1)c1ccncc1 (stereo unspecified)	0	8	-11	10	-3	8	17*	12	3.8
Cc1cc(C)c2c(=O)[nH]c(SCC(=O)Nc3ccccc3)nc2n1	3	4	4	0	-2	12	-2	-2	-1.8
COc1cccc(NC(=O)/C=C/c2ccc([N+](=O)[O-])cc2)c1	88*	1	6	-6	1	-8	2	2	5.0
O=C(O)C1CCCN1C(=O)NC1CCCCC1 (stereo unspecified)	-3	-11	2	2	2	0	-1	0	2.5
O=C(Nc1cc(Cl)ccc1Oc1ccccc1)C1=COCCO1	3	-10	4	-4	1	-8	0	3	0.4
CC(=O)C1=C(C)NC(C)=C(C(C)=O)C1c1cn(-c2ccccc2)nc1-c1cccs1	9	9	2	-3	1	-1	0	2	0.9

High-throughput results from PubChem.
